High-throughput results deposited in PubChem by Southern Research Specialized Biocontainment Screening Center.
tuberculosis growth: growth inhibition of non-replicating M. tuberculosis (AID 488890); one-dose inhibition, % at 25 µM; IC50 in µM for titrated hits; Mycobacterium tuberculosis non-replicating, growth inhibition; higher % means a stronger effect; 0.39% of 320,000 active; in the data active = a potency from the dose series; inconclusive = inhibition mostly from about 82% at the one dose, without a potency; inactive = the rest, 99 in 100 with inhibition below about 76%;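 note: plate controls were DMSO cells for no effect and high antibiotic wells for full effect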
VEEV TC-83 Vero: inhibitors of VEEV TC-83 cytopathic effect, confirmation, Vero cells (AID 588727). inhibition, % at 20 µM, or IC50 in µM where a hit was titrated. 0.13% of 350,000 active. Vero cells, VEEV TC-83 cytopathic effect inhibition; higher % means a stronger effect; in the data active = a potency from the dose series; inconclusive = inhibition mostly from about 14% at the one dose, without a potency; inactive = the rest, 99 in 100 with inhibition below about 12%; note: strong numbers were not always called active
H1N1 NS1A inhibition: H1N1 influenza NS1A inhibitors, functional cell based assay (AID 504329); NS1A functional cell-based assay, percent inhibition; higher % means a stronger effect; inhibition, % at 12.5 µM, or IC50 in µM where a hit was titrated; 0.3% of 340,000 active; in the data active = a potency from the dose series; inconclusive = inhibition above about 27% without an active follow-up result; note: strong numbers were not always called active
M. tuberculosis HTS: M. tuberculosis growth inhibition, HTS (AID 449762); one-dose inhibition, % at 25 µM; IC50 in µM for titrated hits; 0.59% of 330,000 active; M. tuberculosis H37Rv growth inhibition, 7H9 media; higher % means a stronger effect; in the data active = a potency from the dose series; inconclusive = inhibition above about 70% without an active follow-up result;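 note: bacterial growth assessed after seven days of incubation; strong numbers were not always called active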
Salmonella PhoP GFP: PhoP regulon inhibitors, Salmonella typhi PhoP promoter GFP reporter, confirmatory (AID 1850). Salmonella Typhi PhoP-promoter GFP reporter, fluorescence, 4 h; higher % means a stronger effect. 0.33% of 310,000 active. one-dose inhibition, % at 50 µM; IC50 in µM for titrated hits; in the data active = a potency from the dose series; inconclusive = inhibition mostly from about 25% at the one dose, without a potency; inactive = the rest, 99 in 100 with inhibition below about 19%;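 note: 0% = induced wells with vehicle and 100% = uninduced wells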
VEEV TC-83 Vero 10K pilot screen: further read-out of VEEV TC-83 Vero, marked with its call; inhibition, %; measured here: 10K pilot screen inhibition
* = called active by the depositor; i = inactive; ? = inconclusive; / = not tested or not shown.

SMILES	tuberculosis growth	VEEV TC-83 Vero	H1N1 NS1A inhibition	M. tuberculosis HTS	Salmonella PhoP GFP	others
CCOC(=O)c1cn[nH]c1N	3%	0.5%	-3%	92%	-4%
Cc1ccccc1C(=O)OC1CCN(C)CC1	-11%	0.9%	-5%	-3%	5%
CCN(CC)c1ccc(/C=c2/sc3nnc(-c4ccccc4C)n3c2=O)cc1	2%	0.8%	2%	16%	-70%
CCn1c(CCc2ccccc2)nc2ccccc21	35%	i	-12%	8%	0%
C=CCc1cccc(OC)c1OCCOCCn1ccnc1	-9%	0.1%	13%	-5%	-20%
CCN1CCc2c(C#N)c(N3CCCCC3)nc(N3CCOCC3)c2C1	-12%	0.1%	10%	-2%	-5%
Cc1cccc(N2C(=O)SC(N(C)c3ccccc3)C2=O)c1 (configuration not stated)	10%	6.2%	-6%	7%	-12%
NC1=NC(=O)/C(=C/C=C/c2cccs2)S1	16%	0.2%	-14%	19%	0%
Cc1c(/C=C/C(=O)c2ccccc2O)cnn1C	14%	0.4%	-1%	0%	-6%
O=C(O)CCCCCNC(=O)/C(=C\c1ccco1)NC(=O)c1ccco1	-10%	0.6%	-6%	2%	-2%
O=C(NCc1ccccc1Cl)NC(=O)c1ccccc1	16%	0.3%	6%	8%	17%	VEEV TC-83 Vero 10K pilot screen=0.7
CCCCn1nc(C(=O)Nc2ccc(S(=O)(=O)Nc3ncccn3)cc2)c2ccccc2c1=O	6%	i	2%	-2%	6%
CCOC(=O)C1CCCN(Cc2ccc(OC)cc2OC)C1 (configuration not stated)	-1%	1.4%	1%	-8%	-2%
CCC(Sc1nc2cc(OC)c(OC)cc2c(=O)n1Cc1ccco1)C(=O)NCCOC (configuration not stated)	-6%	1.9%	2%	-18%	9%
O=C(NCc1ccccc1)[C@@H]1C[C@H]1[C@@H](NP(=O)(c1ccccc1)c1ccccc1)c1ccccc1	-6%	0.0%	7%	-1%	-1%	VEEV TC-83 Vero 10K pilot screen=0.0
O=C(/C=C\c1ccc2c(c1)OCO2)Nc1nnc(SCC(=O)OCc2ccccc2)s1	66%	/	/	25%	-2%
COC(=O)C1CCN(C(=O)[C@H](C)NC(=O)C2CC(=O)N(c3ccc(F)cc3)C2)CC1 (some centres not stated)	-8%	1.7%	-6%	-4%	-22%
CC(=O)Oc1ccc(OC(C)=O)c(SCCCCCCl)c1	/	4.9%	3%	/	/
CC(C)(C)C(=O)Nc1nnc(SCC(=O)NCc2cccs2)s1	11%	5.5%	9%	-6%	-15%
CN1CCN(C(=O)COCc2cc(-c3ccc4c(c3)OCO4)on2)CC1	-3%	1.1%	-6%	-1%	-3%
CN1CCN(c2oc(-c3ccccc3Cl)nc2S(=O)(=O)c2ccccc2)CC1	26%	5.4%	0%	7%	0%
Cn1c(=O)c2c(nc(OCc3ccccc3)n2C)n(C)c1=O	14%	0.7%	-4%	-2%	/
CCOc1ccc(CCNC(=O)C2CCCN(C(=O)N(C)C)C2)cc1OCC (configuration not stated)	10%	1.1%	3%	-4%	-3%
O=C(CN1C(=O)CSc2ccccc21)Nc1ccccc1C(=O)N1CCOCC1	12%	i	1%	5%	-4%
COCCN(C(=O)CNC(=O)c1ccco1)C(C(=O)NC1CCCC1)c1cccs1 (configuration not stated)	2%	0.5%	5%	-1%	6%

The last 2 entries of the section above are carried over, then new ones follow.
SMILES	tuberculosis growth	VEEV TC-83 Vero	H1N1 NS1A inhibition	M. tuberculosis HTS	Salmonella PhoP GFP	others
O=C(CN1C(=O)CSc2ccccc21)Nc1ccccc1C(=O)N1CCOCC1	12%	i	1%	5%	-4%
COCCN(C(=O)CNC(=O)c1ccco1)C(C(=O)NC1CCCC1)c1cccs1 (configuration not stated)	2%	0.5%	5%	-1%	6%
CC(NC(=O)C(=O)N1CCOCC1)C(c1cccs1)N1CCN(c2ccc(F)cc2)CC1 (configuration not stated)	14%	i	3%	-8%	-10%
CCOc1ccc(N(CC(=O)N2CCCC2)S(=O)(=O)c2ccc(F)cc2)cc1	-5%	i	9%	-5%	-7%
CCOC(=O)N1CCN(c2c(-c3ccc(C)cc3)c(=O)c2=O)CC1	-6%	4.0%	-1%	11%	2%
COC(=O)[C@@H](Cc1ccccc1)N(Cc1ccccc1)S(=O)(=O)N(Cc1ccccc1)[C@H](Cc1ccccc1)C(=O)OC	4%	i	2%	0%	/
O=C(Oc1cccc([N+](=O)[O-])c1)c1ccc2c(=O)n3c(nc2c1)CCC3	6.8µM*	2.3%	-18%	-1%	/
COCc1[nH]nc2c1C(c1ccc(OC)c(OC)c1)C(C#N)=C(N)O2 (configuration not stated)	-15%	0.9%	17%	-15%	8%
C/C(=N/NC(=O)c1ccncc1)c1ccc(NC(=O)c2ccccc2)cc1	55%	0.6%	-5%	?	15%
COc1ccc(F)cc1S(=O)(=O)Nc1ccncc1	11%	0.9%	0%	-12%	-1%
O=C(c1ccco1)N1CCN(C(=O)C2CC2)CC1	-4%	i	1%	3%	2%
COc1ccccc1NC(=O)Nc1nc(CC(=O)Nc2ccccc2F)cs1	26%	11%	-3%	49%	1%
CN(CC(=O)Nc1ccccc1C(F)(F)F)C(=O)C1CCN(S(=O)(=O)c2ccc3c(c2)OCCO3)CC1	9%	0.2%	-3%	-11%	-2%
COc1ccc(Cl)cc1C(=O)Nn1cnnc1	-11%	0.2%	-8%	0%	-6%
O=C(CN1CCN(Cc2ccccc2)CC1)N/N=C/c1ccco1	-8%	1.7%	-16%	2%	-8%
Cc1ccccc1OCC(=O)N(Cc1ccc(N(C)C)cc1)C1CCS(=O)(=O)C1 (configuration not stated)	15%	1.1%	-3%	0%	-5%
COC(=O)c1[nH]c2ccccc2c1NC(=O)CN1CCN(c2cccc(Cl)c2)CC1	0%	7.9%	8%	3%	-3%
O=C1c2ccccc2C(=O)N1CCCCSc1nnnn1-c1ccccc1	2%	4.5%	-7%	-9%	2%
O=[N+]([O-])c1ccc(NCCc2ccccc2)c(Br)c1	11%	0.9%	-1%	-5%	-14%
CCCCC(CC)CNC(=O)C1C2C=CC(C2)C1C(=O)O (configuration not stated)	0%	i	2%	-1%	2%
COC(=O)c1cc(S(=O)(=O)N2c3ccccc3CC2C)cn1C (configuration not stated)	5%	1.5%	0%	3%	1%
CCOc1ccccc1OCCC(=O)OCC(=O)Nc1c(C)nn(-c2ccccc2)c1C	-20%	0.7%	-13%	1%	8%
Cc1ccc(S(=O)(=O)N2CCOCC2)cc1NC(=O)COC(=O)CNC(=O)c1ccc(C(C)(C)C)cc1	27%	2.0%	0%	5%	-7%
O=S1(=O)CC(NCc2ccccc2)C(Nc2ccc(Cl)cc2)C1 (configuration not stated)	24%	0.5%	10%	1%	-9%
Cc1cc2ccccn2c1C(=O)c1ccc(N/N=C/c2ccc(C(=O)O)cc2)c([N+](=O)[O-])c1	/	0.2%	4%	/	/
CCOc1ccc(NC(=O)CCNS(=O)(=O)c2ccc3c(c2)c(=O)n(C)c(=O)n3C)cc1	-9%	i	5%	-2%	0%
Cn1c(=O)c2c(ncn2CCN(CCO)Cc2ccccc2)n(C)c1=O	7%	i	-1%	-7%	5%

By substructure: the entries above with a cyano group (2)
SMILES	tuberculosis growth	VEEV TC-83 Vero	H1N1 NS1A inhibition	M. tuberculosis HTS	Salmonella PhoP GFP	others
CCN1CCc2c(C#N)c(N3CCCCC3)nc(N3CCOCC3)c2C1	-12%	0.1%	10%	-2%	-5%
COCc1[nH]nc2c1C(c1ccc(OC)c(OC)c1)C(C#N)=C(N)O2 (configuration not stated)	-15%	0.9%	17%	-15%	8%

Not a retest: 4 of the compounds above.
SMILES	tuberculosis growth	VEEV TC-83 Vero	H1N1 NS1A inhibition	M. tuberculosis HTS	Salmonella PhoP GFP	others
O=[N+]([O-])c1ccc(NCCc2ccccc2)c(Br)c1	11%	0.9%	-1%	-5%	-14%
CCCCC(CC)CNC(=O)C1C2C=CC(C2)C1C(=O)O (configuration not stated)	0%	i	2%	-1%	2%
COC(=O)c1cc(S(=O)(=O)N2c3ccccc3CC2C)cn1C (configuration not stated)	5%	1.5%	0%	3%	1%
CCOc1ccccc1OCCC(=O)OCC(=O)Nc1c(C)nn(-c2ccccc2)c1C	-20%	0.7%	-13%	1%	8%

Back to the main list, repeating the 2 entries before the break.
SMILES	tuberculosis growth	VEEV TC-83 Vero	H1N1 NS1A inhibition	M. tuberculosis HTS	Salmonella PhoP GFP	others
CCOc1ccc(NC(=O)CCNS(=O)(=O)c2ccc3c(c2)c(=O)n(C)c(=O)n3C)cc1	-9%	i	5%	-2%	0%
Cn1c(=O)c2c(ncn2CCN(CCO)Cc2ccccc2)n(C)c1=O	7%	i	-1%	-7%	5%
CC(=O)c1ccc(N2CCN(CC(O)COCc3ccco3)CC2)cc1 (configuration not stated)	13%	0.2%	8%	10%	-6%
O=C(NCCCN1CCCC1=O)c1cccc(NS(=O)(=O)c2ccc(Br)cc2)c1	4%	2.9%	-3%	2%	3%
CCCCN1C2=C(C(=O)CC(C)(C)C2)C(c2ccccc2)C2=C1c1ccccc1C2=O (configuration not stated)	-6%	5.1%	40%	-5%	-2%
Cc1ccc(NC(=S)Nn2cnnc2)cc1	-1%	0.2%	-1%	6%	-6%	VEEV TC-83 Vero 10K pilot screen=0.8
NS(=O)(=O)c1ccc2c(c1)C1C=CCC1C(C1CC=CCC1)N2 (configuration not stated)	17%	4.2%	18%	7%	-17%
Cc1ccc(CNC(=O)CCN2C(=O)[C@@H]3Cc4ccccc4CN3C2=O)cc1	-5%	i	5%	-5%	-10%
CC(NC(=O)c1ccc([N+](=O)[O-])cc1Cl)C1CC2CCC1C2 (configuration not stated)	29%	0.1%	6%	11%	6%
CCOc1ccc(NC(=S)N(CCc2c(C)[nH]c3ccccc23)Cc2ccco2)cc1	/	4.3%	10%	-5%	-8%
CCOc1ccc(C(C)NC(=O)c2cccnc2OCC)cc1OCC (configuration not stated)	16%	0.7%	-3%	-2%	-3%
Cc1ccc2nc(NC(=O)C3CCN(S(=O)(=O)c4cnc[nH]4)CC3)sc2c1	13%	0.7%	12%	4%	-6%
CC(C)(C)CN1CCNC[C@H]1Cc1cccc2ccccc12	34%	i	4%	-3%	5%	VEEV TC-83 Vero 10K pilot screen=5.4
O=C(NCCOc1ccc(F)cc1)C1CCC(=O)N(CCCN2CCOCC2)C1 (configuration not stated)	-3%	1.0%	-20%	-3%	-1%
O=C(COC(=O)Cc1ccccc1)NC(=O)NC1CCCCC1	27%	2.1%	-1%	-2%	-2%
CCOc1cc(NC(=S)NCCCN2CCOCC2)c(OCC)cc1NC(=O)C1CC1	-14%	i	-5%	-1%	5%
O=C(NC(=S)Nc1ccccc1)c1cc([N+](=O)[O-])ccc1N1CCOCC1	12%	0.0%	-2%	4%	-5%
O=C1CCC(=O)N1c1ccc(S(=O)(=O)Nc2ccc(Br)cc2)cc1	-1%	i	5%	1%	-14%
C=CCOc1cccc(C2C(C(=O)c3ccco3)=C(O)C(=O)N2Cc2cccnc2)c1 (configuration not stated)	-22%	3.2%	6%	-6%	-8%
CCN(CC)C(=O)CN1C(=O)C2(OCC(C)(c3ccccc3)CO2)c2ccccc21 (configuration not stated)	38%	i	6%	0%	2%
O=C(CCc1nnc2n(CCc3ccccc3)c(=O)c3ccccc3n12)NCCCN1CCCCC1	7%	1.4%	-3%	-8%	2%
C#CCOCCOCCOCCNc1nc(N2CCN(C(=O)Cn3cc(CC(C)O)nn3)CC2)nc(N2CCN(C(=O)[C@H]([C@@H](C)O)n3cc(CCCCN)nn3)CC2)n1 (some centres not stated)	/	0.3%	8%	/	/
Cc1ccc(NC2CCCN(C(=O)c3cccnc3)C2)cc1C (configuration not stated)	-3%	1.5%	-7%	-3%	-4%
COc1cc(OC)nc(N/N=C(\c2ccccc2)c2ccncc2)n1	19%	0.3%	-8%	-1%	-3%
COc1ccc(C(=O)N2CCC3(CC2)NCCc2[nH]cnc23)cc1	-7%	0.7%	11%	1%	-15%
COc1ccc(S(=O)(=O)N2CCCCC2C(=O)O)cc1OC (configuration not stated)	-9%	2.1%	-4%	-3%	5%
CC1CC(C)CN(S(=O)(=O)c2ccc(C(=O)N3CCN(c4ccccc4)CC3)cc2)C1 (configuration not stated)	30%	1.4%	4%	5%	-16%
O=C(CSc1nccc(=O)[nH]1)Nc1ccc2c(c1)OCCO2	5%	0.6%	5%	42%	-1%
Cn1c(SCC(=O)NC(=O)c2cccc([N+](=O)[O-])c2)nnc1-c1ccc(F)cc1	-18%	1.7%	1%	2%	-6%
COc1ccc(Cl)cc1C(=O)NNC(=O)c1ccncc1	3%	i	-6%	4%	1%
CCn1nc(C)c(CNC(=O)C2CCC(=O)N(CCc3ccc(Cl)cc3)C2)c1C (configuration not stated)	-3%	i	-4%	5%	4%
CCOC(=O)c1ccc(NC(=O)Cn2ccc([N+](=O)[O-])n2)cc1	51%	0.1%	0%	64%	2%
